# Screening results: PubChem BioAssay, Johns Hopkins Ion Channel Center
# RGS4 block: RGS4 inhibitors, primary screen, cell-based, HEK293 M3R inducible RGS4, calcium flux; Fluo-4 calcium flux; hits give high values; triggered by carbachol at its EC20; B-score at 10 µM; actives 0.45% (n = 310,000);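 active means B-score, a plate-corrected calcium signal, over three deviations above library mean, with baseline fluorescence within five deviations of library mean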;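 further: RGS4 expression induced by doxycycline in cells with stable M3 receptor; B-score is computed from the integrated fluorescence ratio over baseline after carbachol; higher B-score means a larger calcium signal and so more RGS4 inhibition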
# Target sequence (P49798 whole entry, looked up): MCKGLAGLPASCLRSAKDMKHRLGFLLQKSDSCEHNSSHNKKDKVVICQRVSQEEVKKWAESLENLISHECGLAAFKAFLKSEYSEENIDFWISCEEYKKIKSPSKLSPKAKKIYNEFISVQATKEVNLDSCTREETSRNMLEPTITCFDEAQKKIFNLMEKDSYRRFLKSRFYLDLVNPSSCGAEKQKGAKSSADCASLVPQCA
# TRPC6 activator: mouse TRPC6 channel activators, primary screen, cell-based, HEK293, membrane potential dye; Short transient receptor potential channel 6 (Mus musculus), Q61143; HEK293-TRPC6 membrane potential dye fluorescence; hits give high values; B-score at 10 µM; actives 0.13% (n = 310,000);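 active means B-score of the integrated fluorescence ratio above library mean plus 3 SD, and starting fluorescence ratio within library mean plus 5 SD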;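 further: higher score means more depolarization so channel activation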
# MrgX1 allo act: positive allosteric modulators of MrgX1, primary screen, HEK293 cells, Fluo-4 calcium flux. B-score at 10 µM. AID 588675, 2011. FDSS; hits give high values. Mas-related G-protein coupled receptor member X1 (Homo sapiens), Q96LB2. actives 0.63% (n = 310,000);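 active means plate-corrected calcium response at least 3 library SD above typical, normal starting fluorescence, not activating the receptor alone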;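 further: compound read alongside a low EC10 to EC30 dose of BAM8-22 agonist; peak minus trough fluorescence over baseline measured at the second addition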
# Target sequence (Q96LB2 whole entry, looked up): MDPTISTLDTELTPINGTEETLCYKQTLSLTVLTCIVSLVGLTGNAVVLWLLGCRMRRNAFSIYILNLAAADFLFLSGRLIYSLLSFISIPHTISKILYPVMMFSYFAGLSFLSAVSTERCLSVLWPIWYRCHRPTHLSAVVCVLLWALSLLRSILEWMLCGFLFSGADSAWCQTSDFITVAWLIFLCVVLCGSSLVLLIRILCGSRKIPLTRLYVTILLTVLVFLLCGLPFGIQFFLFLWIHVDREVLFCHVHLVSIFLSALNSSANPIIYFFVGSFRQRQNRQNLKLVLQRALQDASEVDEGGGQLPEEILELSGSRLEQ
# TMEM16A act: TMEM16A chloride channel activators or potentiators, primary screen, cell-based, HTS; Anoctamin-1 (Mus musculus), Q8BHY3; HEK293 TMEM16A/YFP-H148Q/I152L, iodide quench fluorescence; hits give low values; B-score at 10 µM; actives 0.3% (n = 340,000); AID 623877, 2012;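 active means fluorescence-ratio B-score plate-corrected deviation score at least 3 library SD below zero, with starting fluorescence score within 5 deviations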;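 further: channel opened by trigger with iodide after compound preincubation; score built on the fluorescence ratio of max minus min over baseline; more negative score means more quench and so TMEM16A activation or potentiation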
# TRPC4 act: activators of mouse TRPC4 channel, primary screen, Fluo4 calcium, HEK293 TRPC4beta/mu-opioid cells; Short transient receptor potential channel 4 (Mus musculus), Q9QUQ5; Fluo4 calcium fluorescence; hits give high values; B-score at 10 µM; actives 0.49% (n = 310,000); AID 2237, 2010;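 active means B-score above 5 SD of library B-scores, and initial fluorescence ratio not above library mean plus 5 SD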;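 further: positive B-score marks a calcium rise read as TRPC4 activation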
#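 Incubation: 45 min room-temperature Fluo4 loading, 110 s read / System: HEK293 cells stably co-expressing mouse TRPC4beta and mu-opioid receptor / Signal: Fluo4 fluorescence, kinetic / Control set: buffer (low) and maximal DAMGO (high) / Measure: integrated baseline-normalised fluorescence ratio, converted to per-well B score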
# TRPC6 inhibitor: mouse TRPC6 channel inhibitors, primary screen, cell-based, HEK293, membrane potential dye; AID 2553, 2010; actives 1.1% (n = 310,000); B-score at 10 µM; Short transient receptor potential channel 6 (Mus musculus), Q61143; ACh-evoked depolarization; hits give low values;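 active means B-score under library mean minus 3 SD, initial fluorescence not abnormally high, positive integrated signal ratio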;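 further: B-score derived from integrated fluorescence ratio over the kinetic read; more negative B-score means stronger inhibition of depolarization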
# MrgX1 agonist: agonists of human MrgX1 receptor, primary screen, HEK293 cells, Fluo-4 calcium flux | B-score at 10 µM | Mas-related G-protein coupled receptor member X1 (Homo sapiens), Q96LB2 | AID 588627, 2011 | actives 0.44% (n = 310,000) | Fluo-4 calcium fluorescence, agonist mode; hits give high values;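 active means calcium response B-score plate-corrected fluorescence ratio at least 3 library SD, with starting fluorescence B-score inside 5 SD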
#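 Test system: HEK293 cells stably expressing human MrgX1 receptor; amount: 15,000 cells per well; doses: compound delivered in addition one of three; times: overnight plating before 1 h dye loading; detection: Fluo-4 NW calcium-flux fluorescence, kinetic read; read-out basis: B-scored fluorescence response ratio; controls: positive and negative controls per plate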
# TRPC4 block: inhibitors of mouse TRPC4 channel, primary screen, Fluo4 calcium, HEK293 TRPC4beta/mu-opioid cells | DAMGO-evoked Fluo4 calcium flux; hits give low values | Short transient receptor potential channel 4 (Mus musculus), Q9QUQ5 | B-score at 10 µM | AID 2247, 2010 | actives 0.39% (n = 300,000);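 active means B-score over 3 SD under the library average, no early fluorescence shift, positive overall ratio signal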
#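 Material: HEK293 cells with stable TRPC4beta plus mu-opioid receptor expression; probe or stimulus: DAMGO in two steps, submaximal then maximal; technique: Fluo4 calcium fluorescence by kinetic imaging, 5 s 1 Hz baseline; measure: integrated fluorescence ratio relative to baseline, converted to per-well B score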
# TMEM16A inh: TMEM16A chloride channel inhibitors, primary screen, cell-based, HTS; Anoctamin-1 (Mus musculus), Q8BHY3; HEK293 TMEM16A/YFP iodide influx fluorescence, ionomycin; normalized B-score (activity score, 25-100; higher = stronger inhibition) at 10 µM; actives 1.2% (n = 310,000); AID 588511, 2011;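 active means ratio plate-corrected score three or more library SD toward inhibition, starting fluorescence score within five deviations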;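 further: score derived from kinetic fluorescence span divided by baseline fluorescence per well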
# MrgX1 antag: antagonists of human MrgX1 receptor, primary screen, HEK293 cells, Fluo-4 calcium flux | actives 1.3% (n = 310,000) | Mas-related G-protein coupled receptor member X1 (Homo sapiens), Q96LB2 | BAM8-22 antagonism; hits give low values | B-score at 10 µM;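 active means calcium-response B-score plate-corrected more than 3 library SD below zero, starting fluorescence within 5 deviations, no agonist response on first addition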;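 further: peak minus trough fluorescence over baseline after final BAM8-22 challenge near maximal dose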
# TRPC4 PAM: positive allosteric modulators of TRPC4, primary screen, cell-based, mouse TRPC4beta, HEK293 mu-opioid, Fluo-4 calcium | Short transient receptor potential channel 4 (Mus musculus), Q9QUQ5 | DAMGO EC20, Fluo-4 Ca2+ flux; hits give high values | B-score at 10 µM | actives 0.42% (n = 310,000) | AID 2227, 2009;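 active means B-score of calcium response area above 5 SD of library B-scores, with initial fluorescence ratio within 5 SD of library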;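 further: B-score of integrated fluorescence ratio over time as area under calcium response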
# * marks the source's active call; other numbers are inactive results; i = inactive; / = not tested or not shown.
SMILES,RGS4 block,TRPC6 activator,MrgX1 allo act,TMEM16A act,TRPC4 act,TRPC6 inhibitor,MrgX1 agonist,TRPC4 block,TMEM16A inh,MrgX1 antag,TRPC4 PAM
O=C(CCN1C(=O)c2ccccc2C1=O)N1CCN(C2c3ccccc3-c3ccccc32)CC1,i,i,i,i,i,i,i,i,i,i,i
CCO[C@@H]1OC(C(N)=O)=C[C@H](C(C)(C)C)[C@H]1CCCO,i,i,i,i,i,i,i,i,i,i,i
CCN(CC)CCn1c(=N)n(CC(O)c2ccco2)c2ccccc21 (stereo not given),i,i,i,i,i,i,i,i,i,i,i
Cc1ccc2c(c1)C(CCN)C(=O)N2Cc1ccccc1 (stereo not given),i,i,i,i,i,i,i,i,i,i,i
CN(CC(=O)Nc1cccc(S(=O)(=O)N2CCCC2)c1)CC(=O)Nc1ccc(Cl)c(C(F)(F)F)c1,i,i,i,i,i,i,i,i,25*,i,i
O=C(CN1CCN(S(=O)(=O)c2ccccc2C(F)(F)F)CC1)NCc1cccs1,i,i,i,i,i,i,i,i,i,i,i
CCCCCn1c(=O)[nH]c2cc(C(=O)NCCCN(C)Cc3ccccc3)ccc2c1=O,i,i,i,i,i,i,i,i,i,i,12*
Cc1cccc(C)c1N1CCN(C(=O)N2CCOCC2)CC1,i,i,i,i,i,i,i,i,i,i,i
Cc1nnc(SCCn2c(N3CC(C)CC(C)C3)nc3c2c(=O)[nH]c(=O)n3C)s1 (stereo not given),i,i,i,i,i,i,i,i,i,i,i
Cc1nc2sccn2c(=O)c1S(=O)(=O)NCC(C)c1ccccc1 (stereo not given),i,i,i,i,i,i,i,i,i,i,i
Fc1ccc(N2CCN(/C=C/c3nnnn3-c3ccccc3)CC2)cc1,i,i,i,i,i,i,i,i,i,i,i
CCC(=O)N1CCc2cc(S(=O)(=O)NCCc3ccc(S(N)(=O)=O)cc3)ccc21,i,i,i,i,i,i,i,i,i,i,i
Cc1nn(C)c(Oc2cccc(Cl)c2)c1C(=O)Nc1ccc(F)cc1F,i,i,i,i,i,i,i,i,i,i,i
C/C(N)=C(/C#N)C(=O)CSc1nc(C2CCCCC2)n(-c2ccccc2)n1,i,i,i,i,i,i,i,i,i,i,i
CC(=O)N1CCN(c2ccc(NC(=O)c3ccc(N4CCCC4)c([N+](=O)[O-])c3)cc2Cl)CC1,i,i,i,i,i,i,i,i,i,i,i
COc1ccc(CC(=O)Nc2ccc(C(=O)NC(C)(C)C)cc2)cc1OC,i,i,i,i,i,i,i,i,i,i,i
O=C(O)/C=C/C(=O)NNC(=O)c1ccc(Cl)cc1Cl,i,i,i,i,i,i,i,i,i,i,i
CC1(C)CC(=O)C/C(=N\NC(=O)C2C3CCCCC32)C1 (stereo not given),i,i,i,i,i,i,i,i,i,i,i
S=C(NC1CCCC1)NN1CCOCC1,i,i,i,i,i,i,i,i,i,i,i
Cc1nn(C/C(C#N)=N\O)c(C)[n+]1N,i,i,i,i,i,i,i,i,i,i,i
CCCn1c(CNc2ccccc2O)nc2ccccc21,i,i,i,i,i,i,i,i,i,i,i
O=C(Cc1nnc(NC(=O)Nc2ccc(F)cc2)s1)NCc1ccccc1,i,i,i,i,i,i,i,i,i,i,i
CN1C=CC2=C(C#N)C(N)C(C#N)(C#N)[C@H](c3ccccc3)[C@H]2C1 (stereo not given in full),i,i,i,i,i,i,i,i,i,i,i
COC(=O)c1ccccc1NC(=S)N1CCOCC1,i,i,i,i,i,i,i,i,i,i,i
CCc1ccc(CN(C)CC(=O)Nc2ccc3c(c2)CCC3)cc1,i,i,i,i,i,i,i,i,i,i,i
CCN(CC)S(=O)(=O)c1ccc(NC(=O)CO/N=C(\N)c2ccccc2)cc1,i,i,i,i,i,i,i,i,i,i,i
COC(=O)c1ccc(C(=O)Nc2nnc(-c3cccnc3)o2)cc1,i,i,i,/,i,i,i,i,i,i,i
Cn1c(=O)c(=O)n(C)c2cc(S(=O)(=O)N3CCN(c4cccc(C(F)(F)F)c4)CC3)ccc21,i,i,i,i,i,i,i,i,i,i,i
O=C(Cc1ccccc1F)Nc1ccc(Cl)nc1,i,i,i,i,i,i,i,i,i,i,i
CCN1C(=NCc2ccco2)N[C@@H](c2cccc(F)c2)C(C(=O)OC)=C1C,i,i,i,i,i,i,i,i,i,i,i
CCOC(=O)Cc1csc(NC(=O)CSc2nc3sc(C(=O)O)c(C)c3c(=O)[nH]2)n1,i,i,i,i,i,i,i,i,i,i,i
O=C(COC(=O)c1cncc(Br)c1)NC1CC1,i,i,i,i,i,i,i,i,i,i,i
COCCCNC(=O)CNC(=S)N(Cc1cc(OC)c(OC)c(OC)c1)C1CCCC1,i,i,i,i,i,i,i,i,i,i,i
CCOc1ncccc1C(=O)Nc1cccc(Cl)c1Cl,i,i,i,i,i,i,i,i,i,i,i
C/C(=N\NC(=O)COc1ccccc1)c1cccs1,i,i,i,i,i,i,i,i,i,i,i
COc1ccc(N=CC2=C(O)c3ccccc3C2=O)c(OC)c1,i,i,i,i,i,i,i,i,i,i,i
O=C1NC(c2cccc(Cl)c2)Nc2ccccc21 (stereo not given),i,i,i,i,i,i,i,i,i,i,i
O=C1CSc2ccccc2N1Cc1ccccc1F,i,i,i,i,i,i,i,i,i,i,i
Cc1[nH]c2ccc(Br)cc2c(=S)c1C/C=C/Cl,i,i,i,i,i,i,i,i,i,i,i
Cc1ccc(C(=O)NCC(=O)NCC(=O)OCC(=O)c2ccc([N+](=O)[O-])cc2)cc1,i,i,i,i,i,i,i,i,i,i,i
Cc1ccc(-c2nc(C3CCN(S(=O)(=O)c4ccc(C(F)(F)F)cc4)CC3)no2)cc1,i,i,i,i,i,i,i,i,i,i,i
CCC1CN(S(=O)(=O)c2ccc3c(c2)NC(=O)CC(=O)N3)c2cc(Cl)ccc2O1 (stereo not given),i,i,i,i,i,i,i,i,i,i,i
OCCNCc1ccc(OC2CCCC2)cc1,i,i,i,i,i,i,i,i,i,i,i
Cc1ccc(CNc2nc(N)c([N+](=O)[O-])c(Nc3cccc(F)c3)n2)cc1,i,i,i,i,i,i,i,i,i,i,i
CC1NC(C)(C)Cc2c1ccc1ccccc21 (stereo not given),i,i,i,i,i,i,i,i,i,i,i
CC(C)(C)NC(=O)CSc1ncnc2c1cnn2-c1ccccc1,i,i,i,i,i,i,i,i,i,i,i
O=C1c2ccccc2C(=O)N1/N=C/c1ccc(Oc2ccc([N+](=O)[O-])cn2)cc1,i,i,i,i,i,i,i,i,i,i,i
CCNC(=O)NC(=O)C(C)Sc1nc2ccccc2n1CC(C)C (stereo not given),i,i,i,i,i,i,i,i,i,i,i
Cc1ccccc1-n1c(SCC(N)=O)nc2sc(-c3ccccc3)cc2c1=O,i,i,i,i,i,i,i,i,i,i,i
Fc1ccccc1CSc1nnnn1-c1ccc2c(c1)OCO2,i,i,i,i,i,i,i,i,i,i,i
CC(C(=O)NCc1cccnc1)c1ccc([N+](=O)[O-])cc1 (stereo not given),i,i,i,i,i,i,i,i,i,i,i
CC(C)C(=O)Nc1ccc(-c2csc(-c3ccccc3)n2)cc1,i,i,i,i,i,i,i,i,i,i,i
Nc1nc(SCC(=O)Nc2ccc(S(N)(=O)=O)cc2)n[nH]1,i,i,i,i,i,i,i,i,i,i,i
O=C(Cn1ncc(N2CCCC2)c(Br)c1=O)c1ccc(Cl)cc1,i,i,i,i,i,i,i,i,i,i,i
Cc1cc(C)c(C)c(C(=O)CSc2nnc(-c3ccc4[nH]c(C)c(C)c4c3)o2)c1C,i,i,i,i,i,i,i,i,i,i,i
COc1ccc(CCNC(=O)c2cc3c(=O)n4ccccc4nc3n(C3CCCCC3)c2=N)cc1,i,i,i,i,i,i,i,i,i,i,i
CC1=C(C#N)C(NC(=O)c2ccc(C)cc2)(C(F)(F)F)C(=O)N1 (stereo not given),i,i,i,i,i,i,i,i,i,i,i
COC(=O)CSc1nnc(CNc2ccc(OC)cc2)n1C,i,i,i,i,i,i,i,i,i,i,i
Cc1ccccc1OCC(=O)NNC(=O)Nc1ccc(Cl)cc1,i,i,i,/,i,i,i,i,i,i,i
O=C(Nc1ccc(Cl)cc1)[C@@H]1[C@@H]2C(=O)N(c3ccc(Cl)cc3)C(=O)[C@@H]2[C@H]2C=CC=NN21,i,i,i,i,i,i,i,i,i,i,i
# Next entries follow:
SMILES,RGS4 block,TRPC6 activator,MrgX1 allo act,TMEM16A act,TRPC4 act,TRPC6 inhibitor,MrgX1 agonist,TRPC4 block,TMEM16A inh,MrgX1 antag,TRPC4 PAM
Cc1cc(C)cc(N(C(=O)c2sc(C)nc2C)C(C(=O)NCc2ccco2)c2ccccc2)c1 (stereo not given),i,i,i,i,i,i,i,i,i,i,i
Fc1cc2[nH]c(=S)[nH]c2c(Br)c1N1CCSCC1,i,i,i,/,i,i,i,i,i,i,i
O=C(/C=C/Nc1ccccc1C(=O)O)c1cccs1,i,i,i,i,i,i,i,i,i,i,i
Cc1ccc(C(=O)C[n+]2ccc3ccccc3c2)cc1,i,i,i,i,i,i,i,i,i,i,i
